Screens: PubChem, several laboratories
RAM network inh: yeast RAM network inhibition. S. cerevisiae dse1pr::URA3 reporter, 5-FOA growth OD615, 2 d; analog-sensitive cbk1-as2 kinase mutant strain. inhibition, % at 50 µM. actives 1.8% (n = 190,000). AID 868;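 active means inhibition above a set limit, 3 SD over mean compound inhibition, cut at about 8.4% in these data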;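 further: 0% = DMSO-only wells with no growth and 100% = 10 µM 1-NA-PP1 full growth; inhibition rescues growth on 5-FOA so higher OD means more RAM inhibition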
TNAP inh hi DEA: inhibitors of human TNAP at high phosphate acceptor concentration; P05186; purified TNAP, CDP-star luminescence, 1 M DEA; inhibition, % at 20 µM; actives 0.03% (n = 200,000); AID 1135;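 active means over 50% inhibition of tissue-nonspecific alkaline phosphatase at 20 µM in the single-dose screen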;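 further: plate controls were DMSO wells for no effect and EDTA-quenched wells as full inhibition for full effect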
TNAP inh no acc: inhibitors of human TNAP without phosphate acceptor; actives 0.26% (n = 200,000); inhibition, % at 20 µM; purified TNAP, CDP-star luminescence, 30 min;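 active means tissue-nonspecific alkaline phosphatase inhibition above about 50% at 20 µM in the single-dose screen, limit read from the data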;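 further: 0% = DMSO negative control and 100% = EDTA positive control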
Hsp70 activator: transcriptional activators of Hsp70; actives 0.04% (n = 200,000); AID 1203; HeLa Hsp70 promoter luciferase reporter, luminescence; scaled: vehicle 0, proteasome-inhibitor control 100%; activation, % at 10 µM;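 active means activation above the mean across all tested compounds plus 3 SD, cutoff set per campaign, cut at about 5.5% in these data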;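 further: 100% = MG132 at 30 µM as the positive control and 0% = DMSO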
PMI activator: phosphomannose isomerase (human) activation; P34949; purified human PMI, coupled resazurin fluorescence, 20 min; active compounds read high; 1 = vehicle control, 0 substrate-free wells; activation factor at 20 µM; actives 0.005% (n = 190,000); AID 1214;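 active means activation factor of 2 or more at 20 µM, relative to plate controls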
Target sequence (P34949 whole entry, looked up): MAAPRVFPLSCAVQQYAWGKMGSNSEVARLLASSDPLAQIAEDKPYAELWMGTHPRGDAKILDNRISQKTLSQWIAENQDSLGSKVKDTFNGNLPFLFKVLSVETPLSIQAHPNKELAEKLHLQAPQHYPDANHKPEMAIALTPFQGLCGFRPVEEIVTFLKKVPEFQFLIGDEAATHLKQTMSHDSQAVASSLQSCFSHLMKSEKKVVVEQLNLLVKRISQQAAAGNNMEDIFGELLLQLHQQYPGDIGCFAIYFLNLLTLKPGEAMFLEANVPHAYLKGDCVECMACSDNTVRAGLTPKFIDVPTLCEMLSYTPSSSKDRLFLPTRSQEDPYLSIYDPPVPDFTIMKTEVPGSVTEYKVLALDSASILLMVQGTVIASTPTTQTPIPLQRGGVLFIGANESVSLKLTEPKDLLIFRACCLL
S1P3 antagonist: S1P3 (human) receptor antagonism; Q99500; CHO S1P3 NFAT-BLA reporter, FRET fluorescence, antagonist mode; inhibition, % at 4.98 µM; actives 0.27% (n = 170,000);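 active means inhibition above the plate cutoff, the mean inhibition of test wells on that plate plus 3 SD, cut at about 28% in these data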;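 further: cells challenged with S1P at its EC80 of 0.8 µM; blue over green emission ratio from cleaved BLA substrate after 4 h stimulation; 0% = S1P-stimulated wells and 100% = unstimulated DMSO-only wells; some compounds past the cut are filed as inactive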
Target sequence (Q99500 whole entry, looked up): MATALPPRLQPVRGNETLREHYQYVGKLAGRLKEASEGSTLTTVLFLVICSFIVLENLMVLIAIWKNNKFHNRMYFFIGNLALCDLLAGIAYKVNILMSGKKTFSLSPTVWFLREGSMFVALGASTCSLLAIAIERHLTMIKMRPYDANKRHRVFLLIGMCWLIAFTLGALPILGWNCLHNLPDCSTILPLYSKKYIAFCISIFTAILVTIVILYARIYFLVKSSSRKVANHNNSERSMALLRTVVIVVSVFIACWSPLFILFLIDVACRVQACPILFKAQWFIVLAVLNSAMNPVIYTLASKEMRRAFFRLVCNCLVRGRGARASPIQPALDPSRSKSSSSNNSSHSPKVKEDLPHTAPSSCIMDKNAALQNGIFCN
DTT redox prof: compounds producing H2O2 with reducing agent – biochemical, NIH compound library profiling, artefact control for MLSCN library redox annotation, primary screen | DTT-dependent redox cycling H2O2, phenol red/HRP absorbance; 100% = 100 µM peroxide control, 0% = buffer | activation, % at 10 µM | actives 0.03% (n = 200,000) | AID 878;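 active means activation of at least 50% relative to the plate's high and low controls in the primary single-dose screen; inactive means activation below 50%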;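 further: compound incubated with DTT at 0.8 mM final as the reducing agent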
PMI act satM6P: PMI (human) activation, high substrate | coupled PMI enzyme assay, resazurin fluorescence, 20 min; active compounds read high; 1 = untreated enzyme, 0 = substrate-free blank | activation factor at 20 µM | P34949 | actives 0.34% (n = 190,000);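 active means activation factor of 2 or more at 20 µM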
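Test system: human PMI in coupled enzyme assay; Input: PMI at 15 ng/mL final; Medium: HEPES buffer, pH 7.4; Schedule: 20 min incubation at room temperature; Technique: resorufin fluorescence at Ex 544/Em 590 nm; Compound: 20 µM single dose; Probe or stimulus: Near-saturating mannose-6-phosphate, 1.0 mM.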
Efa HMGR inh: inhibitors of class II HMG-CoA reductase from Enterococcus faecalis; purified E. faecalis HMGR, NADPH absorbance 340 nm kinetic; inhibition, % at 10 µM; actives 0.41% (n = 190,000);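 active means inhibition above a set limit, the median over all tested compounds plus 3 SD, cut at about 9.5% in these data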;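 further: enzyme runs in reverse so mevalonate oxidation gives rising NADPH absorbance; 0% = complete reaction with DMSO and 100% = background rate lacking mevalonate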
Lmaj promast: Leishmania major promastigote growth inhibition; Leishmania major promastigotes, resazurin fluorescence viability; actives 9% (n = 200,000); inhibition, % at 10 µM; in the data active means inhibition above about 50%;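 further: promastigotes grown with compound for 44 hours at 28 °C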
* hit, by the source's call; nt = no result given.

SMILES	RAM network inh	TNAP inh hi DEA	TNAP inh no acc	Hsp70 activator	PMI activator	S1P3 antagonist	DTT redox prof	PMI act satM6P	Efa HMGR inh	Lmaj promast
CCC(C)c1c(O)nc(SCC(=O)c2ccccc2)[nH]c1=O (stereo unspecified)	3.1	-2.3	-15.2	-0.1	0.9	15.4	0.1	0.9	0.8	-2.0
CC1(C)Cc2c(c(=S)nc(-c3ccccc3)n2CCN2CCOCC2)CO1	2.0	-2.6	-12.4	-0.6	1	45.0	3.6	1.1	1.6	-4.5
Cc1cc(C)n(C(=O)CNC(=O)/C=C/c2ccccc2)n1	0.6	-3.1	-2.3	-0.3	0.9	-14.0	0.0	1	-1.3	-8.1
O=C(CCc1ccccc1)NCCSCc1c(F)cccc1Cl	-0.2	-0.6	-9.1	-0.4	0.8	0.2	0.6	0.8	-8.4	-5.3
COCC(C)n1c(COc2ccccc2F)nnc1SCC(=O)c1c(N)n(C)c(=O)n(C)c1=O (stereo unspecified)	1.0	1.0	-0.3	-0.2	1	-9.2	-2.0	0.9	-6.2	5.1
CCCCCCS(=O)Cc1ccccc1 (stereo unspecified)	0.0	-2.8	-7.0	-0.3	0.9	0.3	-1.4	1	-0.9	-6.4
CN(Cc1ccccc1)C(=C(Cl)Cl)C(=C1NCCN1)[N+](=O)[O-]	1.2	-1.7	6.6	-0.3	1.4	0.4	-1.1	1.1	-1.5	0.6
Cc1ccc(-c2nc3ccccc3c(=O)n2Cc2ccccc2)cc1	1.9	-4.9	-13.3	-0.4	0.9	-4.6	8.3	0.9	-2.4	9.4
CNc1oc(Cc2ccccc2)nc1S(=O)(=O)c1ccc(Cl)cc1	1.0	-4.0	-13.6	0.9	1.1	7.8	2.4	0.7	-1.4	-3.0
COCC(C)NC(=O)c1cc(-c2ccc(O)cc2)on1 (stereo unspecified)	-0.2	-3.4	-12.7	0.1	1	-51.7	-0.6	1.1	2.2	-3.9
COc1ccc(N(CC(=O)NCc2ccco2)S(=O)(=O)c2c(C)nn(C)c2C)cc1	0.9	-6.0	-13.5	-0.3	0.9	-20.8	0.1	0.9	-7.6	-5.6
C(=C\c1nc(-c2ccncc2)no1)/c1ccccc1	-0.7	-5.2	-2.1	0.1	1	2.5	-0.4	1	4.9	0.8
CCOC(=O)c1sc(=NC(=O)c2ccccc2)n(C)c1C	0.7	1.3	-3.4	0.0	1	-3.4	0.0	1	-4.2	-6.6
Cc1ccccc1N(C(=O)c1csnn1)C(C(=O)NC(C)(C)C)c1ccncc1 (stereo unspecified)	1.3	-4.5	-6.2	-0.5	1	-8.8	-0.2	0.9	-1.5	-7.0
COc1cccc(/C=N/n2cnc3ccccc32)c1OC	3.1	-5.2	1.3	0.2	1.1	nt	0.0	1.1	3.2	-0.2
COc1cc2cc(CN(Cc3cccs3)C(=S)Nc3ccc(C)cc3)c(=O)[nH]c2cc1OC	7.1	0.0	-8.0	-0.4	0.8	-6.3	-0.4	0.9	1.1	97.9*
COc1ccccc1NC(=S)N1CCN(C(=O)C2CCCO2)CC1 (stereo unspecified)	-0.4	-6.2	-12.8	0.4	0.9	-9.4	-0.3	0.9	-4.1	-7.6
Cc1nc(N2CCc3ccccc3C2)[nH]c(=O)c1Cc1ccccc1	-0.9	-2.4	-2.9	-0.1	0.9	-7.9	-0.1	1	-6.1	-4.8
CC(C)(C)C(=O)/C=c1\[nH]c(=O)/c(=C\c2ccccc2F)s1	2.9	3.3	-0.1	-0.1	1	0.6	-2.8	0.9	4.6	22.2
CCCCOc1ccc(C(=O)Nc2ccc(S(=O)(=O)Nc3cc(C)on3)cc2)cc1OC	5.8	-6.2	-13.4	-0.1	1	2.6	2.0	1	-1.8	-5.3
O=C(Cn1cnc2c(cnn2-c2ccccc2)c1=O)NCc1ccccc1	3.9	-4.8	-10.9	-0.2	1	-19.3	0.1	0.9	-4.1	-9.0
O=S1(=O)C=C(Sc2nc3cc(Cl)ccc3o2)c2ccccc21	6.3	0.3	-2.8	-0.2	1	-16.8	0.1	1	-4.6	79.9*
CCN(CC)C(=O)COc1ccc(Br)cc1Cl	0.0	-6.6	-12.9	0.0	0.9	8.5	3.0	1	-8.4	-4.7
C=C(C)CNC(=S)NNC(=O)c1cc(C)oc1C	2.7	-4.8	-76.6	-0.1	1	-13.1	-0.2	1	2.3	-5.8
COCCn1nnnc1C(c1cccs1)N1CCN(c2cc(C)ccc2C)CC1 (stereo unspecified)	0.6	-4.7	-7.8	-0.3	1	27.4	1.9	1.3	-2.0	-3.4
O=C(NCc1ccc2c(c1)OCO2)c1cnc2n(c1=O)CCS2	0.7	-1.3	-12.0	-0.2	1.1	-7.2	-0.1	1	-4.3	-1.6
COc1ccc2[nH]cc(CCNC(=O)C3CCCNC3=O)c2c1 (stereo unspecified)	-0.1	-5.6	-12.1	0.0	0.9	-0.3	-1.1	0.8	-6.3	-4.4
CCc1ccc(/C=C/C(=O)c2c(C)cc(C)[nH]c2=O)cc1	-0.5	-5.4	-13.3	0.0	0.8	nt	-0.5	0.8	1.3	58.8*
CCCn1c(CC)nc([N+](=O)[O-])c1S(=O)(=O)c1ccccc1	2.6	-3.3	-7.1	-0.2	0.9	nt	3.6	0.9	1.8	99.7*
O=C(c1cn(-c2ccccc2)nc1-c1cccs1)N1CCN(c2ccccc2)CC1	4.2	0.4	-5.3	-0.2	0.8	nt	-0.8	0.8	-2.1	6.2
CCOC(=O)C1CCCN(CC(=O)Nc2cc(C)cc(C)c2)C1 (stereo unspecified)	2.8	-5.0	-10.1	0.0	1.2	5.5	0.1	1.2	-3.1	12.6
Cc1ccc(S(=O)(=O)C(C#N)c2nc3ccccc3nc2N2CCCC2)cc1 (stereo unspecified)	2.4	3.8	-2.1	-0.2	0.9	-38.4	3.6	1.3	-2.9	-7.4
Nc1c(NCc2ccccc2F)c(=O)[nH]c(=O)n1Cc1ccccc1	2.0	-8.7	-6.9	-0.1	0.8	nt	3.4	0.9	0.8	-3.8
O=C(CCC(=O)N/N=C/c1c[nH]c2ccccc12)NCc1ccccc1	-0.5	-3.7	-10.5	-0.2	1.1	-9.7	0.2	1.1	-0.1	-1.6
CCOC(=O)c1ccc(NC(=O)C(=O)NCc2ccco2)cc1	2.9	-7.3	-10.0	0.1	1	-9.0	-0.1	1.1	-0.5	-3.0
c1ccc2c(Nc3ccc4c(c3)OCCO4)c3c(nc2c1)CCC3	-0.2	-2.4	-5.4	-0.1	1	5.8	-2.0	0.9	-5.7	87.9*
COCCN(CCOC)Cc1c(C)[nH]c2c(C)c(C)ccc2c1=O	1.3	-1.3	-5.7	0.9	0.9	0.4	-0.7	0.9	-0.4	5.6
Cc1cc2nc3c(nc2cc1C)C1(C(=O)O)CCC3(C)C1(C)C (stereo unspecified)	2.4	0.9	-6.8	-0.2	0.9	4.7	3.3	0.9	0.5	-3.7
CN1/C(=C\C(=O)c2cncc(Br)c2)C(C)(C)c2ccccc21	0.7	2.8	-1.7	-0.4	1	10.1	-0.5	1	-4.3	91.3*
O=C(O)c1cc2nc(C3CC3)cc(C(F)(F)F)n2n1	0.2	-5.0	10.4	-0.1	1	-23.3	-0.1	1.1	0.6	-1.2
C=CCn1c(SCC(=O)c2c(N)n(C)c(=O)n(C)c2=O)nnc1-c1ccccc1F	2.1	5.1	1.6	-0.4	0.9	-8.9	-1.2	1	-2.4	-4.8
COc1ccc(-c2nnc(SCC(=O)Nc3ncc(C)s3)n2-c2ccccc2)cc1OC	2.4	-9.1	-5.4	-0.1	1	28.4	0.8	1	-2.2	19.5
O=C(NC(=S)N1CCCCC1)C12CC3CC(CC(C3)C1)C2	2.3	1.5	-0.3	0.1	0.9	nt	-13.3	0.9	-6.7	3.6
Cc1cc(C)cc(N(CC(=O)Nc2ccccc2C(=O)N2CCOCC2)S(C)(=O)=O)c1	1.1	0.2	-5.4	0.2	1	-6.2	-0.4	0.9	1.9	-7.7
CCOC(=O)C1=C(C)N(CCO)C(=O)NC1c1cccc(O)c1 (stereo unspecified)	-0.7	1.6	-15.4	0.0	1	9.0	0.1	1.1	-4.7	-2.1
Cc1nn(S(=O)(=O)c2cccc([N+](=O)[O-])c2)c(C)c1Br	4.2	-5.1	-3.5	-0.7	0.9	4.5	-0.4	0.8	-2.7	-0.5
COc1cccc(CC2(CO)CCCN(CC3=Cc4cc(Cl)ccc4OC3)C2)c1 (stereo unspecified)	-0.2	-1.3	-3.5	0.0	0.8	-16.3	0.9	0.9	2.2	-4.0
COc1ccc(NC(=O)c2ccco2)c([N+](=O)[O-])c1	1.9	1.9	-9.3	0.1	1	3.3	0.4	1.1	-5.4	0.8
COc1ccccc1N(C)S(=O)(=O)c1ccc(C(=O)NC2=NCCS2)cc1	2.3	1.5	-3.7	0.2	0.9	nt	-0.8	0.9	-1.9	95.9*
COc1ccc(N=C2S/C(=C\c3ccco3)C(=O)N2CC(C)C)cc1	2.7	6.2	1.3	-0.1	1	nt	-3.0	1	-3.6	3.3
CC1(C)N(OCc2ccccc2)C(=O)C(=O)N(OCc2ccccc2)C1(C)C	0.6	-7.4	-5.2	-0.3	1	nt	2.0	1.1	-0.8	-1.0
CCC(CC)C(=O)N1CCN(Cc2nc3ccccc3c(=O)[nH]2)CC1	2.6	-1.6	-3.8	-0.4	nt	8.4	-0.7	nt	6.0	-4.6
Cn1c(CNC(=O)c2ccccc2F)nnc1SCCOc1ccccc1	3.1	-5.8	-5.7	-0.6	1.1	-7.1	0.3	1	-1.0	0.4
CC(C)(CNc1ccc([N+](=O)[O-])cc1C#N)N1CCOCC1	0.6	-0.1	-0.9	0.5	0.9	1.3	0.0	0.8	-4.8	-7.4
Cc1ccc(C)c(NC(=O)C(Sc2ncnc3ccccc23)c2ccccc2)c1 (stereo unspecified)	1.4	-3.4	-5.0	-0.2	0.9	2.3	0.1	0.9	-4.6	73.0*
Cn1ncc(C#N)c1/N=C/N1CCOCC1	0.0	-6.9	-13.1	0.0	0.8	-1.5	0.0	0.8	-3.8	-2.8
Cn1c(=O)c2c(nc(SCC(=O)NCC3CCCO3)n2Cc2ccc(F)cc2)n(C)c1=O (stereo unspecified)	-0.2	-6.3	-8.0	-0.2	0.9	-7.1	0.0	0.9	0.3	8.9
Oc1c(N=NC(=S)Nc2ccccc2F)c2ccccc2n1Cc1ccccc1F	4.2	15.8	30.7	0.0	1.1	-16.6	-2.2	1.1	-5.2	95.7*
